# KDM5B inh – Primary screen for KDM5B Histone Demethylases FDH-coupled qHTS; Lysine-specific demethylase 5B (Homo sapiens), Q9UGL1; KDM5B demethylase, FDH-coupled NADH fluorescence (FDH is formaldehyde dehydrogenase); Potency, µM (highest dose often 57.7 µM), without a hit: at the highest dose activity change, negative = inhibition, usual class: inhibitors; actives 2.6% (n = 220,000); active means well fitted inhibition curve with a large enough effect; inconclusive means small, poorly fitted or top-dose-only effect; inactive means no such curve, though single readings can be large or run the other way; further: 0% is about no effect; nearly all actives have a fitted effect of over 70% in size
# Target sequence (Q9UGL1 whole entry, looked up): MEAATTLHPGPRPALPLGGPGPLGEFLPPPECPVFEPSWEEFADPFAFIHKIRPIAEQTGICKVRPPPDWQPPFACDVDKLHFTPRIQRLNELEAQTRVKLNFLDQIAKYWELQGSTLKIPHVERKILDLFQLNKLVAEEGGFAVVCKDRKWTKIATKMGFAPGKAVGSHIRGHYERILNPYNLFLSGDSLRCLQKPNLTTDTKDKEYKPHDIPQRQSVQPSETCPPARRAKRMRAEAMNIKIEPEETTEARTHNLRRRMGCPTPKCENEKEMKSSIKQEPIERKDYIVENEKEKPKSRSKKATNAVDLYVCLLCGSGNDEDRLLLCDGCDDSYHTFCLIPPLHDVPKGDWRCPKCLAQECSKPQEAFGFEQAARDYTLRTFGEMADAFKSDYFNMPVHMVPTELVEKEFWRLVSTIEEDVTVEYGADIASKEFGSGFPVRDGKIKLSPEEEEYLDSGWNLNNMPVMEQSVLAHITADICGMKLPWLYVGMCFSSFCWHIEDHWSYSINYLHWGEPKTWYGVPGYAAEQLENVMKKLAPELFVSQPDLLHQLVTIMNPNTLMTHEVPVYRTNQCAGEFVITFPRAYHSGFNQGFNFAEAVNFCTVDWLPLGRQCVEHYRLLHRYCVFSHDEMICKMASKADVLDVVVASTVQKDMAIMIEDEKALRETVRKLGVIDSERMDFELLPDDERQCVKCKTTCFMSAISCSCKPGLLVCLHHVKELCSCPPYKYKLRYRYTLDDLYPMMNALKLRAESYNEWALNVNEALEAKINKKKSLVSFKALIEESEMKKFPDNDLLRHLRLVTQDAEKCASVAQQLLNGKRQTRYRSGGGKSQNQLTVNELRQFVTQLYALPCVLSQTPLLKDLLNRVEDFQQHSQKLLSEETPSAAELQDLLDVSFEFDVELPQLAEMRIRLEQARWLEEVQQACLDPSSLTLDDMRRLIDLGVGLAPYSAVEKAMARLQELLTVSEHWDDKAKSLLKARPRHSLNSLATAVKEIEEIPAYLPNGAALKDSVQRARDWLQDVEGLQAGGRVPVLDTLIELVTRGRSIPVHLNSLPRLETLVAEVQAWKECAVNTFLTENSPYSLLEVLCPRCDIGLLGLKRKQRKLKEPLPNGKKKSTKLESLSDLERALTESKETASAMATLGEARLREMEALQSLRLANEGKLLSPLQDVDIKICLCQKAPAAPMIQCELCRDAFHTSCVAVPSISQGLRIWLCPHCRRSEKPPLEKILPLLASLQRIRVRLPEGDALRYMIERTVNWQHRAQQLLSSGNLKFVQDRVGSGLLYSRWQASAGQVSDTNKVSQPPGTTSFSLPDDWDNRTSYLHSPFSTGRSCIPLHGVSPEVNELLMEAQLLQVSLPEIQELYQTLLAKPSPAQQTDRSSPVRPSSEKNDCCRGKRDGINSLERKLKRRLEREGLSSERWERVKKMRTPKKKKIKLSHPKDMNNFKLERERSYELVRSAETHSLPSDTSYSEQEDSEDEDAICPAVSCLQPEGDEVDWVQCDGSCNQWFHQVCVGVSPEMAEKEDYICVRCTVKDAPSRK
#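 Compound dilutions met 200 nM (final) KDM5BΔAP for 10 min at room temperature before substrate addition. The substrate mix held 12.5 µM H3K4me3 with cofactors 25 µM α-ketoglutarate and 50 µM Fe²⁺. NADH signal gain over 30 min defined activity.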
# * hit, by the source's call; i = inactive; ? = inconclusive; & = joins results of further samples; [ ] = dose if it differs, or a comment. Potency means the concentration at half of the fitted maximal effect.
item	KDM5B inh	SMILES
1	13%	Cc1cccc(N2C(=O)/C(=C/c3ccccn3)SC2=S)c1
2	?	Cc1ccc(OC(=O)c2cc(-c3ccc4c(c3)OCCO4)on2)c(C)c1
3	-3%	CCCCCc1nc2c(c(=O)c3ccccc3n2C)c(=O)n1Cc1ccc(OC)cc1
4	14%	CN1CCCCC1CC(=O)O (stereo not drawn)
5	-17%	CNC(=O)N1CCC(C2CCN(Cc3ccc(OC)cc3)C2)CC1 (stereo not drawn)
6	20%	O=C(NCC(F)(F)F)c1ccccc1Oc1ccccc1
7	14%	CCCN(CC1CCOC1)S(=O)(=O)c1ccccc1Cl (stereo not drawn)
8	83%[activator]	COc1ccc(CNC(=O)C[C@@H]2CCNC[C@@H]2Cc2cc(CN(C)Cc3ccccc3)on2)cc1
9	8%	Cc1n[nH]c(C)c1C(=O)CC1(O)C(=O)N(C)c2ccccc21 (stereo not drawn)
10	-58%	CN(C)c1ccc(CNC(=O)C2CCN(c3nc4ccccc4[nH]3)CC2)cc1
11	25µM*	Cc1ccc2oc(C(=O)NC3CC(=O)N(C(C)C)C3)c(C)c2c1 (stereo not drawn)
12	33%[activator]	O=C1NN=C(C2CC2)C12CCN([S+](=O)([O-])c1cccc(C(F)(F)F)c1)CC2
13	1%	Cc1cc(F)ccc1S(=O)(=O)Nc1ccc(O)c(Sc2ncn[nH]2)c1
14	-13%	Cn1cnc(S(=O)(=O)NCC(=O)N2CCCCCNC(=O)CC2c2ccccc2)c1 (stereo not drawn)
15	21%	NS(=O)(=O)c1ccc(-n2nc(-c3ccncc3)nc2C2CCOC2)cc1 (stereo not drawn)
16	8%	CN(CC(=O)Nc1ccc(F)c(F)c1)S(=O)(=O)Cc1ccc(C#N)cc1
17	?	Fc1ccccc1Nc1cnc2ccc(-n3ccnc3)nn12
18	14%	NS(=O)(=O)c1ccc(CCNC(=O)c2cc(=O)c3ccccc3o2)cc1
19	-7%	CC(C)N1C(=O)C2(CCCC2)C1C(=O)N1CCN(C)CC1 (stereo not drawn)
20	?	CC(C)(C)CC(=O)N1CC[C@@H](CC(=O)O)[C@@H](CCN2CCN(c3ccccc3)CC2)C1
21	15%	Cc1cc(C)n(-c2nc3c(c(=O)n(C)c(=O)n3C)n2CCO)n1
22	8%	Cc1ccc(NC(=O)CCc2ncc(-c3c(F)cccc3F)o2)c(C)c1
23	-17%	CC(C)c1nc2c(c(-c3ccc(O)cc3)n1)CN(Cc1cccnc1)CC2
24	16%&4%&-16%	Cc1ccc(CNC(=O)c2cc(=O)c3cc(C)ccc3o2)cc1
25	i	CCCOc1ccc(-c2cc(C(=O)O)c3cccc(C)c3n2)cc1

# (continued)
item	KDM5B inh	SMILES
26	?	Cc1c(-c2ccc(Br)cc2)c(=O)oc2ccc(OS(=O)(=O)c3ccccc3)cc12
27	9%	COc1ccc(C(=O)CCc2ccccc2)cc1
28	-3%	Cc1nc(N2CCN(C(=O)c3ccccc3Cl)CC2)cc(C(F)(F)F)n1
29	-30%	Cc1c(/C=C/c2cc[n+](C)cc2)c2ccccc2n1C
30	14%	COCc1nc(C2CC(NC(=O)C(=O)c3ccco3)C2)cc(=O)[nH]1 (stereo not drawn)
31	-5%	CCCCNC(=O)c1[nH]c2ccccc2c1Sc1ccc(C)cc1
32	14%[86.2 µM]	O=C1N(C2CCOCC2)C[C@H]2CN(Cc3ccc(F)cc3)CCN12
33	-14%	CN(C)S(=O)(=O)c1ccc2oc(SCCOc3ccc(F)cc3)nc2c1
34	9%	Cc1cccc(OCCNc2nc3c(c(=O)n(C)c(=O)n3C)n2C)c1
35	-5%	CCOc1ccc(C(=O)N2CCC(c3n[nH]c(=O)n3-c3ccc(C)cc3)CC2)cc1
36	?	COc1ccc(-c2cnc(Nc3cc(F)cc(N4CCOCC4)c3)c3c2CCO3)cn1
37	?	O=C(Nc1ccc(Cl)cc1)c1nc2c(o1)CCN(CC1CCCC1)CC2
38	-9%	O=C(NCCc1ccco1)C1CCN(c2ncc(C(F)(F)F)cc2Cl)CC1
39	-27%	COc1cccc(-c2nc3c(c(SCc4ccccc4)n2)Cc2c(CO)cnc(C)c2O3)c1
40	63µM*	Cn1cccc1CN1CCn2c(nn(-c3cccc(Cl)c3)c2=O)C1
41	-29%	CCCNC(=O)N1CCc2nc(N3CCN(C)CC3)sc2C1
42	?	O=C(O)COc1ccccc1CN1CC[C@H]2NCCC[C@]2(C(=O)O)C1
43	-25%	COc1ccc(NC(=O)CN(c2ccccc2OC)S(C)(=O)=O)c(OC)c1
44	-20%	COc1ccccc1N1CCN(C(=O)CNC(=O)c2ccc(Cl)cc2Cl)CC1
45	-6%	CCCOC(=O)c1ccc(Nc2nc3ccccc3nc2-n2nc(C)cc2C)cc1
46	15%	COCCOCC(=O)N1CCN(C(=O)N2CC3CC(C2)[C@H]2CCCC(=O)N2C3)CC1 (stereo partly drawn)
47	15%	Cc1ccc(NC(=O)N2CCN(S(=O)(=O)c3cc4c(cc3Cl)NC(=O)C(C)O4)CC2)cc1C (stereo not drawn)
48	-23%	Cc1ccc(C(=O)O)cc1Nc1nc2ccccc2n2nnnc12
49	7%	CCOC(=O)Cc1ccc(NC(=O)NCC(=O)N2CCc3ccccc32)cc1
50	30%[activator]	O=C(c1cn(-c2ccccc2)nn1)N(Cc1cccnc1)C1CCNCC1

# Going on with the list.
item	KDM5B inh	SMILES
51	-10%	O=C(NC1=NCCS1)c1ccccc1F
52	272%[activator]	Cc1ccc(S(=O)(=O)Nc2cccc(-c3cn4cccc(C)c4n3)c2)cc1
53	9%	CCNC(=O)NC(=O)C(C)OC(=O)c1ccc(C(=O)OC)cc1 (stereo not drawn)
54	28%	CCn1nc(C(=O)OC(C)C(=O)c2ccc(C(C)(C)C)cc2)c2ccccc2c1=O (stereo not drawn)
55	-28%	CC(C)(C)OC(=O)N1CCC(c2c(C(=O)NCCN3CCc4ccccc4C3)cnn2-c2ccc(F)cc2)CC1
56	20%	COC(=O)CCC(=O)N1CCOC(CCCC(C)C)C1 (stereo not drawn)
57	?	O=C(NCC1CCCCC1)c1cc2n(n1)CC(c1ccc(Cl)cc1)OC2 (stereo not drawn)
58	-13%	Cc1nnc2sc(-c3cccc(NC(=O)C(C)(C)C)c3)nn12
59	-38%	CCCCSc1nnc2[nH]c(=O)cc(C)n12
60	-11%	O=C(/C=C/c1ccc(-c2ccccc2Br)o1)c1ccccc1
61	-17%	Cc1oc(-c2ccccc2)nc1CC(=O)N(C)CC(=O)Nc1cccc2ccccc12
62	-4%	Cc1ncoc1C(=O)N1CCCN(S(=O)(=O)c2ccccc2)CCC(=O)NCC1
63	28%	COCc1nc(C2CCN(C(=O)c3ccncc3)C2)no1 (stereo not drawn)
64	?	COc1ccccc1-c1[nH]nc2ncc(-c3cnn(C)c3)nc12
65	-20%	CCN1CCN(c2ncc3c(n2)CCN(Cc2ccc(OC(C)C)cc2)C3)CC1
66	?	COc1cccc(Cn2c(=O)n(-c3cccc(Cl)c3)c(=O)c3c4c(sc32)CN(C(C)=O)CC4)c1
67	-1%	O=C(CSc1cn(CC(=O)N2CCCCC2)c2ccccc12)NCc1ccccc1Cl
68	-7%	Fc1ccc(CSc2ncc(-c3ccccc3)nn2)cc1
69	?	COC(=O)c1[nH]c2ccccc2c1NC(=O)CN1CCC2(CC1)OCCO2
70	22%	CCOc1ccc(CC(=O)N2CCC[C@H]2c2nc(-c3ccc(OC)cc3)no2)cc1OCC
71	10%	CCOC(=O)c1[nH]c(C)c(CCC(=O)NCc2ccccc2Cl)c1C
72	?	Cn1ccc(CN2CCn3c(nn(-c4ccc(F)cc4F)c3=O)C2)n1
73	?	CCS(=O)(=O)c1ncc(Cl)c(C(=O)Nc2ccc(S(=O)(=O)N(C)c3ccccc3)cc2)n1
74	-6%	O=C(/C=C/C=C/c1ccc([N+](=O)[O-])cc1)c1ccccc1
75	-4%	COc1ccc(CCN(C)CC(O)COc2c(C)ccc(C)c2C)cc1OC (stereo not drawn)

# (continued)
item	KDM5B inh	SMILES
76	?	COc1cc(NC(=O)CCc2c(C)nc3c(-c4ccc(F)cc4)c(C)nn3c2C)cc(OC)c1OC
77	?	Cc1ccc(-c2nnc(Nc3cccc(Br)c3)c3ccccc23)cc1S(=O)(=O)NCC1CCCO1 (stereo not drawn)
78	10%	CCn1c(C)cc(C(=O)CSc2nc3cc([N+](=O)[O-])ccc3o2)c1C
79	34%	NC(=O)C1CCN(c2c([N+](=O)[O-])cc(C(F)(F)F)cc2[N+](=O)[O-])CC1
80	-16%[86.2 µM]	Cn1ccc(NC(=O)[C@@H]2C[C@@H](c3ccc(F)cc3)N(CCOc3ccccc3)C2)n1
81	?	Cc1ccc(CN2CCCOCCNC(=O)[C@@H]3CCCC[C@@H]32)s1
82	3%	CC(SCc1ccc(C(=O)O)o1)c1ccc(C(=O)O)o1 (stereo not drawn)
83	6%	Cc1ccc(-c2ccc3nnc(C)n3n2)cc1S(=O)(=O)Nc1cccc(Cl)c1
84	27%	CCc1ccc(S(=O)(=O)c2nnn3c2nc(N2CCC4(CC2)OCCO4)c2sccc23)cc1
85	-34%	Cc1ccc(CSc2cn(CC(=O)N3CCCCCC3)c3ccccc23)cc1
86	-21%[86.2 µM]	COCCNc1ncnc2c1CN(c1ccc(C)cc1)C(=O)N(C)C2
87	7%&-1%	CCOc1ccc(N2CC(NC(=O)c3cccs3)CC2=O)cc1 (stereo not drawn)
88	13µM*	COC(=O)[C@@H]1Cc2c([nH]c3ccccc23)[C@H]2C[C@@H](N3CCOCC3)C[C@@H](c3ccc(F)cc3)N21
89	-9%	COc1ccc(NC(=O)Cn2ccn(-c3ccc(F)c(F)c3)c(=O)c2=O)cc1Cl
90	-8%	CCc1ccccc1NC(=S)N1CCCCCC1
91	-11%	Cc1ccc(Cl)cc1N1CCN(C(=O)CN2C(=O)COc3ccc(S(=O)(=O)N4CCOCC4)cc32)CC1
92	-21%	COc1cc(C(=O)Nc2ccccc2C(=O)NCc2cccnc2)cc(OC)c1OC
93	8%[149 µM]	O=C1NCc2ccccc2CC12CCCN2CC1=CCCCC1 (stereo not drawn)
94	-5%	OC(c1ccccc1)c1cc2n(n1)CCN(Cc1cncn1C1CC1)C2 (stereo not drawn)
95	-6%	Cc1ccc(CCNC(=O)Cn2nc(C)n(CCc3ccccc3)c2=O)o1
96	15%[149 µM]	CC(C)C1=NOC2(CCN(Cc3cccc(C(N)=O)c3)CC2)C1
97	-18%	O=C(O)C1CC2(CCN(C(=O)c3ccc4c(c3)OCCO4)CC2)CN1 (stereo not drawn)
98	?	CC(Oc1ccc(F)cc1)C(=O)Nc1ccc2nsnc2c1 (stereo not drawn)
99	11%	O=C1CC(c2noc(-c3ccc(C(F)(F)F)cc3)n2)CN1C1CCCCC1 (stereo not drawn)
100	20%	CCN(CC(=O)NC)S(=O)(=O)N1CCCCCC1

# Later entries.
item	KDM5B inh	SMILES
101	15%	Cc1c(C(=O)c2ccccc2)oc2cc(NC(=O)c3cccnc3)ccc12
102	1%	O=C1CC(c2ccccc2)N(C(=O)CNC(=O)c2ccco2)CCCCCN1 (stereo not drawn)
103	?	CCOc1ccc(CN2CCN(Cc3nc4ccccc4[nH]3)CC2CCO)cc1 (stereo not drawn)
104	-8%	CCS(=O)(=O)N1CC(=O)N(c2cccc(C)c2C)C(C)(C(=O)NC2CCCCCC2)C1 (stereo not drawn)
105	?	COc1ccc(-c2noc(CN(C(=O)Nc3cccc4ccccc34)C(C)C)n2)cc1
106	-8%	Cc1cccc(N2CCN(C(=O)C3CCN(S(=O)(=O)c4c(C)noc4C)CC3)CC2C)c1 (stereo not drawn)
107	-3%	CCc1ccc2c(c1)C(O)(CC(=O)c1ccc(F)cc1)C(=O)N2 (stereo not drawn)
108	?	Cc1ccc(-n2c(=O)c3sc4ccccc4c3n(CC(=O)NC3CCCC3)c2=O)cc1C
109	14%	NS(=O)(=O)c1ccc(N/N=C/c2sc(Nc3ccccc3)nc2Cl)c([N+](=O)[O-])c1
110	-8%	CCOc1nc2ccccc2nc1N1CCC(C(=O)Nc2ccc(Cl)cc2)CC1
111	?	CCCCc1cc(C[C@H]2CNCC[C@H]2CC(=O)NCc2cccnc2)no1
112	?	CCN(CC)CCOC(=O)c1ccc(NC(=O)c2nn(C)c3c2COc2ccccc2-3)cc1
113	?	COc1ccc(-c2cc(-c3cnc4[nH]ccc4c3)cn3cncc23)cn1
114	?	CNc1ncc(C(=O)N2CCN(c3nccc(N)n3)CC(O)C2)cn1 (stereo not drawn)
115	-5%	O=C(C1CC1)N1CCc2sccc2C1c1ccc(Cl)cc1 (stereo not drawn)
116	3%	CC1CN(c2ccccc2C#N)C(=O)CN1C(=O)Cc1c[nH]c(=O)[nH]c1=O (stereo not drawn)

# Bioassay records (PubChem)

# This is a subset; rates above refer to the full screens.
